# Sm TGR inh – S. mansoni TGR enzyme inhibition | hit rate 3% among 360,000 | purified TGR, DTNB reduction, TNB absorbance 405 nm | AID 485364 | Potency, µM (titrated, usually from 114 µM), for the others: at the top dose activity change, negative = inhibition, actives largely listed as inhibitors | Q962Y6; further: potency means the concentration at half of the fitted maximal effect; on the % scale 0 is the no-effect control and ±100 the full control effect; nearly all actives have a fitted effect of over 60% in size
#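 First, TGR (20 nM dispensed) and NADPH were mixed with compound. Second, a 15 min room-temperature incubation followed. Third, further NADPH and then DTNB were added to start the reaction. Finally, TNB absorbance was monitored kinetically.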
# FBPA Giardia inh – inhibitors of Giardia lamblia fructose-1,6-bisphosphate aldolase | A8B2U2 | purified Giardia FBPA | Potency, µM (titrated, usually from 59.6 µM), for the others: top-dose activity, negative = inhibition, hits mostly inhibitors | hit rate 0.71% among 290,000; further: potency means the concentration at half of the fitted maximal effect; on the % scale 0 is the no-effect control and ±100 the full control effect; nearly all actives have a fitted effect of over 55% in size
# Target sequence (A8B2U2 whole entry, looked up): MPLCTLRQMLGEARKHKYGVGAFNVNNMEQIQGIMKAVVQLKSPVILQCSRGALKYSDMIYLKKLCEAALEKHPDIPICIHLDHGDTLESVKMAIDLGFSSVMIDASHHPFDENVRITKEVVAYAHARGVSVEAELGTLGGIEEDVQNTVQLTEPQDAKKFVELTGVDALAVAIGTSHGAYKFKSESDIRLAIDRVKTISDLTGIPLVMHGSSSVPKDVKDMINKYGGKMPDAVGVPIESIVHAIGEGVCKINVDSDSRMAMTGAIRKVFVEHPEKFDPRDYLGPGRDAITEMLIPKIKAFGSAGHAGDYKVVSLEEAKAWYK
#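 Giardia FBPA (40 nM reagent) was preincubated 10 min at RT with compound (up to 57.5 uM final), then substrate plus GAPDH/TPI/NAD/arsenate coupling system with diaphorase/resazurin was added; resorufin fluorescence (525/598 nm) was read after 20 min.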
# Pf growth 96h – P. falciparum growth inhibition at 96 hours | P. falciparum luciferase reporter growth, 96 h | Potency, µM (titrated, usually from 28.7 µM), inactives show at the highest dose activity change, negative = inhibition, actives largely listed as inhibitors | hit rate 6.9% among 320,000; further: potency means the concentration at half of the fitted maximal effect; on the % scale 0 is the no-effect control and ±100 the full control effect
#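 P. falciparum expressing integrated firefly luciferase, in erythrocytes at 2% hematocrit, 0.05% parasitemia, incubated with compounds 96 h at 37 C, 5% CO2. Growth inhibition read as loss of luminescence; two-generation exposure targets delayed-death apicoplast inhibitors.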
# Cycloheximide cs – affects cycloheximide protein synthesis inhibition readout, counter-screen; AID 2314; hit rate 12% among 300,000; max response, %; cell reporter, cycloheximide protein synthesis inhibition counterscreen; in the data active means max response mostly above about 13%, no sharp cut-off; inactive means mostly below about 14%; further: read at 38.3 µM for the half of the compounds with a filed dose; 0% is about no effect
# Pf growth 48h – inhibits P. falciparum growth in the first generation, 48 h. P. falciparum luciferase growth in erythrocytes, 48 h. Potency, µM (doses to about 28.7 µM), for the others: top-dose activity change, negative = inhibition, hits mostly inhibitors. hit rate 5.9% among 310,000; further: potency means the concentration at half of the fitted maximal effect; on the % scale 0 is the no-effect control and ±100 the full control effect
#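 Cell-based growth assay: transgenic P. falciparum expressing firefly luciferase, cultured in red cells within RPMI 1640 containing 0.5% w/v Albumax, 24 mM bicarbonate and gentamycin. A drop in luciferase activity indicates inhibition.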
# Shiga toxin inh – blocks Shiga toxin action in Vero cells. hit rate 9.2% among 290,000. AID 2315. inhibition, % at 38.7 µM. Vero cells, Shiga toxin protein synthesis inhibition reporter; in the data active means inhibition mostly above about 28%, no sharp cut-off; inactive means mostly below about 43%; further: 0% is about no effect
# Active calls of the source: *; ? = inconclusive; . = not tested or not shown; & = joins results of further samples; [ ] = another dose, or the depositor's remark. Unless noted, the call rests on the fitted dose curve; in most records, active means well fitted curve in the direction sought with a large enough effect; inconclusive means small, poorly fitted or top-dose-only effect, or another doubt; inactive means no such curve, though single readings can be large; an effect the other way counts as inactive or inconclusive.
SMILES,Sm TGR inh,FBPA Giardia inh,Pf growth 96h,Cycloheximide cs,Pf growth 48h,Shiga toxin inh
Cc1nn(CCO)c2nc(-c3cccs3)cc(C(F)(F)F)c12,25µM*,0%,0%,10,4%,-4
Cc1cc(OC(C)C(=O)N2C[C@H]3C[C@@H](C2)c2cccc(=O)n2C3)c2c(C)c(C)c(=O)oc2c1 (stereo partly specified),-7%,4%,?,4,6%,-8
O=C(CSc1n[nH]c(-c2ccccc2O)n1)NC1CCCCC1,6%,-9%,97%[activator],6,4%,16
CC1=NOC(=O)/C1=C/c1ccc(O)c(Cl)c1,-19%,-12%,?,-2,4%[0.00184 µM],-5
COc1ccc(OC)c(-c2csc(N(CC3CCCO3)C(=O)Cc3ccccc3)n2)c1 (stereo unspecified),16%,-5%,1.9µM*,1,?,-16
CC1=NN(C(=O)CSCc2ccccc2)C(O)(c2ccc(Cl)cc2)C1 (stereo unspecified),-5%,2%,12µM*,-2,-28%,-5
Cc1ccc(/C=N/N2CCN(C3c4ccccc4-c4ccccc43)CC2)s1,-13%,10%,20%,-3,9%,-8
COc1ccc([C@H]2CC(=O)c3c(O)cc(O)cc3O2)cc1O,10%,10%,46%[activator],23*,2%,57
CC(/C=N/NC(=O)CN1CCN(Cc2ccc(Cl)cc2)CC1)=C\c1ccco1,79µM*,-29%,?,-6,3%,-6
O=C(COc1ccc(Cl)cc1[N+](=O)[O-])N/N=C/c1cccs1,3%,-3%,-2%,31,16%,49
CCOC(=O)N1CCN=C1SCc1ccc(Cl)c(Cl)c1,0%,1%,?,9,?,15
CC(C)OC(=O)c1cccnc1SCc1cc(=O)n2ccccc2n1,15%,15%,1%,11,38%[activator],9
CC(OC(=O)c1ccc(-n2cnnn2)cc1)C(=O)N(C)c1ccccc1 (stereo unspecified),-1%,.,?,.,?,.
O=C(CCC(=O)N1CCOc2ccccc21)NCCc1ccccc1,-13%,1%,15µM*,8.3*,33%[activator],12
Oc1ccc(-c2c(-c3ccsc3)sc3ccccc23)cc1,14%,5%,?,2,23%,-8
NC(=O)C1CCN(c2nc(-c3ccc(F)cc3)cs2)CC1,0%&-24%,.,?,.,?,.
CC(C)=CCN1CCN(Cc2cn(C(C)C)c3ccccc23)CC1CCO (stereo unspecified),-18%,-6%,?,-3,?,4
CCOC(=O)c1ccc2c(c1)N(CC#N)C(=O)C(C)(C)O2,-1%,-1%,29%,17*,?,31
Cc1cc(C(C)(C)C)cc(C)c1S(=O)(=O)N1CCN(C(=O)c2cc([N+](=O)[O-])c[nH]c2=O)CC1,0%,7%,?,-4,?,1
O=[N+]([O-])c1cc([N+](=O)[O-])c(Oc2ccc(Br)cc2Br)cc1NN1CCCCC1,5%,21%,12µM*,-2,59%[activator],1
O=C(CN1C2=NCCCN2c2ccccc21)c1cccs1,0%,0%,8%,-4,?,-8
COc1cc2c(cc1NC(=O)c1cccnc1)CCCC2,?,-26%,?,20*,14%,23
Cc1cc(NC(=O)c2ocnc2C)no1,4%,3%,?,11,31%[activator],-12
N#Cc1ccc(Cn2c(-c3ccc(F)cc3)noc2=O)cc1,2%,-10%,-3%,-1,9%,.
COc1cccc(C(=O)N2CCOCC2)c1,-8%,1%,?,-3,4%,-19
COc1cc(/C=C/CO)cc(OC)c1OC/C=C(\C)CCC=C(C)C,?,-1%,?,-1,?,3
N#CCCN(Cc1ccccc1)C(=S)NC(=O)c1ccccc1,1%,16µM*,?,12,-22%,7
Cc1cc(NC(=O)c2cc(Cl)ccc2Cl)no1,2%,3%,?,-1,5%,-19
COc1ccc(CCNS(=O)(=O)c2cc3c4c(c2)C(C)C(=O)N4CCC3)cc1OC (stereo unspecified),7%,.,?,-3,0%,-2
CS(=O)(=O)N(CC(=O)NCCSCc1ccccc1)c1ccc2c(c1)OCO2,5%,0%,-5%,-3,-11%,-9

# Among those listed so far, 5 contain four or more nitrogen atoms.
SMILES,Sm TGR inh,FBPA Giardia inh,Pf growth 96h,Cycloheximide cs,Pf growth 48h,Shiga toxin inh
O=C(CSc1n[nH]c(-c2ccccc2O)n1)NC1CCCCC1,6%,-9%,97%[activator],6,4%,16
CC(/C=N/NC(=O)CN1CCN(Cc2ccc(Cl)cc2)CC1)=C\c1ccco1,79µM*,-29%,?,-6,3%,-6
CC(OC(=O)c1ccc(-n2cnnn2)cc1)C(=O)N(C)c1ccccc1 (stereo unspecified),-1%,.,?,.,?,.
Cc1cc(C(C)(C)C)cc(C)c1S(=O)(=O)N1CCN(C(=O)c2cc([N+](=O)[O-])c[nH]c2=O)CC1,0%,7%,?,-4,?,1
O=[N+]([O-])c1cc([N+](=O)[O-])c(Oc2ccc(Br)cc2Br)cc1NN1CCCCC1,5%,21%,12µM*,-2,59%[activator],1

# (next part)
SMILES,Sm TGR inh,FBPA Giardia inh,Pf growth 96h,Cycloheximide cs,Pf growth 48h,Shiga toxin inh
Cc1oc(/N=C/c2cccc3ccccc23)c(C#N)c1C,-14%[11.4 µM],?,7%,-3,.,-16
COc1cc2nc(N3CCN(C(=O)OCc4ccccc4)[C@H](C(=O)NC(C)(C)C)C3)nc(N)c2cc1OC,2%,-1%,5.2µM*,-2,2.9µM*,-10
O=C(NNC(=O)C1CCN(Cc2cccc(F)c2)CC1)c1cccs1,.,3%,0%,-2,7%,7
COc1ccc(NC(=O)c2cc(C)n(Cc3cccs3)c2C)cc1,-27%,-6%,453%[activator],62*,175%[activator],82*
COC(=O)C(CC(=O)c1ccc(C)cc1)n1cccn1 (stereo unspecified),?,-5%,-19%,1,0%,14
O=C(O)C1CSC2(c3ccc4c(c3)OCCO4)CCC(=O)N12 (stereo unspecified),2%,7%,34%[activator],-2,-5%,-11
COc1cc(SC)ccc1C(=O)Nc1ccc2ncccc2c1,5%,-11%,107%[activator],27*,181%[activator],30*
COc1cc(NC(=O)c2ccccc2F)ccc1NC(=O)c1ccccc1Cl,19%,3%,72%[activator],11,5%,17
COc1cc(OC)cc(C(=O)Nc2ccc([N+](=O)[O-])cn2)c1,4%,-9%,56%[activator],10,43%[activator],19
O=C(NCc1ccccn1)c1cc2ccccc2oc1=O,2%,4%,?,36*,.,72*
O=C(Nc1cccc2c1CCCC2)c1cc([N+](=O)[O-])cc([N+](=O)[O-])c1,-14%,8%,-7%,-1,-1%,-12
NS(=O)(=O)c1ccc(CCNC(=O)CCc2nc3ccccc3s2)cc1,-6%,.,4%,5,4%,-17
Cc1ccc2c(cnn2C(=O)CCCC(=O)NCc2cccc(F)c2)c1,2%,6%,-29%,2,1%,2
COC(=O)CCc1nc2ccccc2[nH]c1=O,0%,3%,49%[activator],-1,8%,-12
CC/C(=N\NC(=O)C1CCCC1)c1ccc(Br)cc1,7%,2%,-9%,16,-22%,24
COc1cccc(OC)c1OCCNC(C)(C)C,16%,-21%,0%,-3,2%,-6
CCOC(=O)NCCc1c(C)nc2c(c(C)nn2C(C)(C)C)c1C,4%,2%,0.17µM*,-3,.,-5
Cc1ccc(C)c(S(=O)(=O)N2CCCOC2CNC(=O)C(=O)NCCc2ccccc2)c1 (stereo unspecified),-5%,.,?,11,?,-6
Cc1ccc(/C=C2\SC(=S)N(NS(=O)(=O)c3ccc(C)cc3)C2=O)cc1,-1%,25µM*,-22%,1,0%,-3
Cc1ccc(C2OCC3(CO2)COC(c2ccc(C)cc2)OC3)cc1 (stereo unspecified),3%,10%,-101%,-1,3%,-12
Cc1cc(C)c(NC(=S)NC(=O)c2ccc(-c3ccccc3)cc2)c(C)c1,8%,-1%,22%,-6,-21%,-6
O=C(NNC1=Nc2cccc3cccc1c23)c1ccc(Br)cc1,.,7%,-27%,8,12µM*,29
CCOC(=O)/C(C(C)=O)=C1/OC(=O)c2ccccc21,11µM*,4%,31%[activator],-1,.,-4
CCOC(=O)N1CCN(C(=O)CN(Cc2ccc(Cl)cc2)S(C)(=O)=O)CC1,2%,9%,1%,-3,-6%,-24
CCOC(=O)C1CCCN(c2c(NCCCN(C)Cc3ccccc3)c(=O)c2=O)C1 (stereo unspecified),0%,2%,8%,-1,-19%,-6
O=C(NCc1ccc(F)cc1)C(Cc1ccccc1)n1cccc1 (stereo unspecified),-2%,-5%,-17%,-2,-27%,-5
CCS(=O)(=O)N1CCc2cc(OC)c(OC)cc2C1,-16%,2%,?,0,0%,-6
CC(C)Cc1cc(C(=O)Nc2cc(Cl)ccc2Cl)no1,7%,0%,39%[activator],-2,1%,7
Clc1ccc2oc(-c3ccccc3)cc(=NCCCN3CCOCC3)c2c1,-28%,4%,?,25*,4.7µM*,93*
O=C(CN1CCOc2ccccc21)NC1CCN(Cc2ccccc2)CC1,-1%,1%,?,-2,.,-19
c1ccc(CN2CCN(c3nc4ccccc4n4cnnc34)CC2)cc1,0%,-1%,-5%,-5,.,4
COCCCNC(=O)NC(=O)c1ccccc1,2%,1%,38%[activator],5,33%[activator],18*
O=C(O)/C(=C\c1cccs1)c1ccccc1,8%,-12%,?,-2,19%,-13
COc1cccc(CC(NC(C)=O)C(=O)NC2CCN(c3c4c(nc5ncnn35)CCC4)CC2)c1OC (stereo unspecified),1%[57.1 µM],0%,20%,-4,?,-19
Cc1cc2nc(NC3=NCN(CCN4CCOCC4)CN3)nc(C)c2cc1C,20%,-2%,?,-2,?,-4
O=C(NCCCN1CCOCC1)c1cc(-c2ccc(F)cc2)no1,6%,10%,?,25,39%[activator],10
O=C(NC1CCN(Cc2ccc(Cl)cc2Cl)CC1)c1ccccc1,6%,0%,2.9µM*,-9,-16%[0.00184 µM],-9
CCOC(=O)/C(CCCN(CC)CC)=N\O,7%,2%,.,-6,?,-13
COCCN(C(=O)CSc1nnc(-c2cccc(C)c2)n1C)c1c(N)n(Cc2ccccc2)c(=O)[nH]c1=O,1%,1%,-7%,-7,9%,13
N#Cc1ccc(NC(=O)CN2C(=O)NC3(CCCC3)C2=O)cc1Cl,-8%,12%,18%,-4,16%,-10
COc1ccc(CCN2CC(C(=O)NCc3cccc4[nH]ccc34)CCC2=O)cc1 (stereo unspecified),9%,-1%,9.3µM*,1,-16%,5
O=C(NC1CN2CCC1CC2)c1ccc(-c2ccc([N+](=O)[O-])cc2)o1 (stereo unspecified),?,-6%,?,8,1.7µM*,9
Cn1c(=O)c2c(nc(NCCO)n2CCc2ccccc2)n(C)c1=O,1%,0%,10µM*,-2,7%,-22
CC1(C)N=C(c2ccccc2)C(=O)N1,?,2%,?,-5,.,-14
CN1CCN(c2ccncc2S(=O)(=O)N2CCCCC2)CC1,-7%,2%,?,1,-37%,-15
CCC(CC)C(=O)OCC(=O)Nc1cccc([N+](=O)[O-])c1,0%,-2%,24%,15*,9%,37*
Cc1sc(N)c(C#N)c1C,-11%,-5%,18%,-1,7%,1
COC(=O)c1cc(CN2C(=O)c3ccccc3C2=O)c(O)c([N+](=O)[O-])c1,87%[activator],2%,-21%,-6,15%,-2
COc1ccc(OC)c(-n2c(C)cc(C=O)c2C)c1,-2%,-1%,?,-4,-48%[1.15 µM],1
CCC1=NN(C(=O)c2ccc(Cl)cc2)C(O)(c2ccccc2)C1 (stereo unspecified),8%,1%,3.3µM*,12,?,17
Cc1ccc(OCC(=O)NCCNC(=O)c2ccccn2)cc1,6%,3%,24%,-2,32%[activator],-10
COc1ccc(-c2nnc(OCc3ccccc3)c3ccccc23)cc1,2%,4%,?,1,?,-7

# Source: PubChem (National Center for Advancing Translational Sciences (NCATS))
